From PubChem BioAssay
FXIa inh 1536: factor XIa (human) inhibition; P03951; purified FXIa, Boc-Glu-Ala-Arg-AMC fluorogenic substrate; inhibition, % at 5 µM; 0.14% of 220,000 active;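 active = inhibition of at least 40%; inactive = inhibition below 40%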;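 also: fluorescence of freed AMC excited at 355 nm; 0% = enzyme without compound and 100% = no enzyme blank; many of its hits are not listed in these tables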
Cl transport mod: KCC2 (human) Cl- transport modulation; KCC2 cells, thallium flux FluoZin-2 fluorescence; B-score of Tl+ flux slope (higher = more flux/activation; lower = inhibition) at 10 µM; 2.2% of 190,000 active;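 active = thallium flux slope and its plate-corrected score both differing from the plate sample mean at a set confidence after two filtering rounds, in either direction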;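 also: slope of fluorescence scaled to starting intensity during 10 to 20 s after thallium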
Wee1 degr inh: human Wee1 degradation inhibition, primary screen; P30291; HeLa Luc-Wee1K328M stability, luciferase luminescence; 100% = proteasome inhibitor MG132 effect; reporter increase, % at 5 µM; 1.2% of 220,000 active; AID 1321;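 active = activation above the mean of all tested compounds plus 3 SD, set per screening run, cut at about 8.8% in these data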;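 also: cells exposed to compound for 20 h before luminescence read; 0% = DMSO alone and 100% = MG132 at 30 µM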
KLK5 inh: kallikrein 5 (human) inhibition; Q9Y337; 0.59% of 210,000 active; AID 873; recombinant hK5, fluorogenic AMC substrate cleavage; inhibition, % at 5 µM;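 active = inhibition of 40% or more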;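 also: 0% = enzyme controls without compound and 100% = no-enzyme blanks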
Furin inhibitor: human furin inhibition; AID 463115; 0.061% of 220,000 active; P09958; inhibition, % at 30 µM; purified furin, fluorogenic substrate cleavage; in the data active = inhibition above about 25%; also: inactives centre near -15
FXIIa inh 1536: inhibitors of human coagulation factor XIIa | P00748 | purified FXIIa, Boc-QGR-AMC fluorogenic substrate, 2 h | inhibition, % at 5 µM | 0.3% of 220,000 active | AID 800; in the data active = inhibition above about 40%;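 also: 0% = enzyme with no compound and 100% = blank without enzyme; many of its hits are not listed in these tables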
thrombin 1536: blocks human thrombin protease activity; alpha-thrombin, Boc-VPR-AMC fluorogenic substrate cleavage; inhibition, % at 5 µM; 0.26% of 220,000 active;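 active = inhibition at or above 40%; inactive = inhibition below 40%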;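 also: 0% = enzyme with no compound and 100% = wells without enzyme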
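Material: Human alpha-thrombin protein | Buffer or medium: pH 7.5 Tris-saline with Tween 20 | Reagent: Boc-VPR-AMC substrate, 15 µM final | Schedule: Reaction at ambient temperature | Detection: AMC fluorescence at 355 nm excitation and 460 nm emission | Evaluation: Percent inhibition scaled between no-compound controls and no-enzyme blanks | Controls: no-compound enzyme wells and no-enzyme blanks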
p97 inhibitor: human p97 ATPase inhibition | recombinant p97 ATPase, Kinase-Glo ATP luminescence, 3 h | inhibition, % at 8 µM | 0.42% of 220,000 active | AID 1481; in the data active = inhibition above about 15%;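 also: 0% = DMSO vehicle and 100% = wells lacking enzyme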
PERK inhibitor: inhibitors of human PERK kinase. 0.17% of 220,000 active. CHO PERK-DD fusion, SEAP luminescence translation reporter. Q9NZJ5. inhibition, % at 5.6 µM. AID 1416;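 active = inhibition above the mean inhibition of all tested compounds plus 3 SD, set separately per screening campaign, cut at about 2.9% in these data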;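 also: PERK kinase domain activated by AP20187 dimerizer at 100 nM; 0% = DMSO with dimerizer and 100% = rapamycin at 8.4 µM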
Target sequence (Q9NZJ5 whole entry, looked up, the tested form may be a part): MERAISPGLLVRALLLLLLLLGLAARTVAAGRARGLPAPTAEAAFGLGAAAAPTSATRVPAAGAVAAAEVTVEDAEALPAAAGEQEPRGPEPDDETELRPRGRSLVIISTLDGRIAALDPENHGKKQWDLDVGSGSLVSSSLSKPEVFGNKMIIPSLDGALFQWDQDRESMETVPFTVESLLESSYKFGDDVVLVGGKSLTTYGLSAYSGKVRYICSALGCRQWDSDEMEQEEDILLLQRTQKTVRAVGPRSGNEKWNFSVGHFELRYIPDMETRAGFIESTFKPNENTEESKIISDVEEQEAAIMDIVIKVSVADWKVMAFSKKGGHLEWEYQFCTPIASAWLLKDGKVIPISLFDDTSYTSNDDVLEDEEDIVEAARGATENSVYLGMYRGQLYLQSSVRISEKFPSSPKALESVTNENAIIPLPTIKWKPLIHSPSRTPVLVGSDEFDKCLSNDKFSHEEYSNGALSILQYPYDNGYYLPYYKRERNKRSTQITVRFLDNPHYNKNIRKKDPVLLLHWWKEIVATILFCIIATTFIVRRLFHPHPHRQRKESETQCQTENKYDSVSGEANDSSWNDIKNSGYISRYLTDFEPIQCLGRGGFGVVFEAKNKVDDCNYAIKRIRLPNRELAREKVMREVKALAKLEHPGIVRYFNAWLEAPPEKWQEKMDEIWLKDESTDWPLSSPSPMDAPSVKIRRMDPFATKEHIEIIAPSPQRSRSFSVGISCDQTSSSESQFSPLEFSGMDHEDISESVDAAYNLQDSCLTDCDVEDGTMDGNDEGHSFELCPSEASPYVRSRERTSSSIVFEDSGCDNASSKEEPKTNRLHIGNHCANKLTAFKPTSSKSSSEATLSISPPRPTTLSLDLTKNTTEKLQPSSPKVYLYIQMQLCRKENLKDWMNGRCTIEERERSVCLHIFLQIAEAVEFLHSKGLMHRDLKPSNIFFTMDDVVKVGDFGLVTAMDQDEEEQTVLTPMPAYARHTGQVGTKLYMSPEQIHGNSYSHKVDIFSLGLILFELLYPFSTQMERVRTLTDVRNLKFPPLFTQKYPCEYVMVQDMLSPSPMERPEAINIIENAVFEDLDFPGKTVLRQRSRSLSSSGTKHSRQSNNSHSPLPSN
* hit, by the source's call; . = not tested or not shown; [ ] = another dose, or the depositor's remark.

FXIa inh 1536,Cl transport mod,Wee1 degr inh,KLK5 inh,Furin inhibitor,FXIIa inh 1536,thrombin 1536,p97 inhibitor,PERK inhibitor,SMILES
-3,1.6,1,-11,-2,9,1,-10,-1.8,Cc1cc(C)n(Cc2ccc(C(=O)NCCC3=CCCCC3)o2)n1
-2,.,-3,-23,-25[20 µM],1,-4,0,-0.6,O=S(=O)(c1ccc2oc3ccccc3c2c1)N1CCOCC1
6,.,-1,-1,-17,5,-4,6,1.5,C=CCNC(=O)c1cc(Cl)cc(Cl)c1
0,-1.6,3,0,-34,.,-4,1,0.2,Cc1ccc(NC(=O)CN2C(=O)NC(C)(CCc3ccccc3)C2=O)cc1 (centres undefined)
7,0.0077,-1,-14,-8,7,-5,6,0.7,Cc1ccc(NC(=O)CSc2nccn2C)cc1S(=O)(=O)N1CCOCC1
0,1.1,-1,-14,2[20 µM],8,-2,0,0.8,COc1ccc(S(=O)(=O)Nc2cc(C)cc(C)n2)c2ccccc12
4,-0.37,5,2,-13,8,0,0,1.4,COc1ccc2[nH]c3c(=O)n(Cc4ccc(C(=O)NCC5CCCO5)cc4)c(=S)[nH]c3c2c1 (centres undefined)
-5,.,-1,-6,-14,0,-1,-9,-2.1,COCC(COCCCNC(=O)Nc1ccc(Br)cc1)OC (centres undefined)
0,1.7,-3,2,-22,4,-10,10,0.6,NS(=O)(=O)c1cccc(NC(=O)Nc2ccccc2)c1
-7,-0.031,-2,-3,-36[20 µM],-10,7,2,-1.1,Cc1ccc(-n2c(SCC(=O)Nc3ccc4cn[nH]c4c3)nnc2-c2ccco2)cc1
-1,0.57,6,1,-15[20 µM],13,4,2,0.0,CCCC(=O)Nc1ccc(NC(=O)c2cccs2)cn1
-2,0.64,0,-10,-16,6,4,2,0.0,CC(=O)N1CC[n+]2c(-c3ccc(Cl)cc3Cl)csc21
-1,-0.34,-1,-1,-23,10,-3,4,0.8,CCOC(=O)Cn1c(CN2CCOCC2)nc2c1c(=O)[nH]c(=O)n2C
0,.,1,-2,-24[20 µM],12,-8,16*,1.6,Cc1nnsc1Sc1cccc(C(F)(F)F)c1
-5,0.18,-2,-8,-13,-2,-11,3,-0.6,O=c1[nH]c(CN2CCN(S(=O)(=O)c3ccc(Cl)cc3)CC2)nc2cc(Cl)ccc12
4,-0.52,3,1,-9,16,3,4,0.2,Cn1c(-c2ccccc2)nc2cnccc21
-1,0.024,-1,0,-22,2,-3,8,-0.1,CCOC(=O)c1nn(-c2ccc(Cl)cc2)cc1O
7,0.35,3,-6,-16,12,3,3,0.1,CC1CN(C(=O)c2ccc(N3CCCCC3)c([N+](=O)[O-])c2)CC(C)O1 (centres undefined)
7,0.79,-4,-17,-25,1,-6,0,-0.6,COc1cc(/C=C(\C#N)c2ccccn2)ccc1OCC(=O)Nc1ccc(Br)cc1
1,0.037,-1,-16,-18[20 µM],6,-4,-2,0.7,O=C(Nc1c2c(nn1-c1ccc(F)cc1)CS(=O)C2)C12CC3CC(CC(C3)C1)C2 (centres undefined)
3,-0.46,-2,-13,-12,12,-7,0,0.1,O=C(Cc1cccc2ccccc12)NCCC1=CCCCC1
4,0.41,1,-8,-15[20 µM],15,1,-2,-0.5,O=C(Cc1c(F)cccc1Cl)N1CCN(C(=O)c2ccco2)CC1
6,.,-1,-9,-29,9,4,1,0.2,O=C(CSc1nnc2ccccn12)NC(=O)NC1CCCC1
3,-0.12,-1,-3,-16,6,.,7,-0.4,COc1ccc(C(=O)NC2CCN(C(=O)Nc3ccccc3Cl)CC2)cc1
0,0.041,4,-4,-24,-3,-1,6,0.8,Cc1ccc(-c2nnnn2C2C/C(=N\NC(N)=S)C3OCC2O3)cc1 (centres undefined)
1,-0.81,2,-1,0,13,-1,6,0.9,Cc1ccc2cc(CN(Cc3nnnn3C3CCCC3)C3CCCCC3)c(=O)[nH]c2c1C
6,1.5,0,-1,-8[20 µM],19,3,4,0.7,O=C(COc1ccccc1Cl)Nc1nc(-c2cccs2)cs1
-3,0.83,1,-32,-13[20 µM],-4,-3,3,2.0,CC(=O)c1cccc(NC(=O)c2cc(-c3ccc(C)cc3)on2)c1
-3,-0.37,-4,-11,-27,3,-3,4,1.2,O=C(CSc1nnnn1C1CCCC1)NCc1cccs1
1,-1.3,-3,-12,-7,0,-4,-7,-0.3,CCc1ccc(OCC(=O)N2c3ccccc3CCc3ccccc32)cc1
0,-1.4,0,-2,-4[20 µM],4,2,-3,-0.3,CC1CCCCC1NC(=O)CN1C(=O)NC(Cc2ccccc2)(Cc2ccccc2)C1=O (centres undefined)
-8,0.49,4,-19,-21,0,-3,3,0.4,Cc1cccc(C)c1NC(=S)N(CCCN1CCOCC1)Cc1cccnc1
-7,0,-1,-4,-11,3,-7,7,0.7,O=C(NC(=S)N1CCOCC1)c1ccc([N+](=O)[O-])cc1
0,-0.58,0,-21,-29,0,-3,2,0.9,CCc1ccc(NC(=S)N2CCCC(C(F)(F)F)C2)cc1 (centres undefined)
-10,1.5,-2,-7,2[20 µM],-4,-8,3,0.9,O=C(CN1CCOCC1)N/N=C/c1cc2ccccc2nc1Cl
-2,0.54,-3,2,-12,6,-6,-2,1.6,CC(C)(CO)NCC(O)Cn1cc(C=O)c2ccccc21 (centres undefined)
8,0.34,5,-5,-8,8,6,5,1.4,COCCNC(=O)/C(C#N)=C/c1cccs1
19,0.57,-2,-9,-22,26,-4,0,-0.5,COc1ccccc1N1CCN(C(=O)c2cc3cc(Br)ccc3oc2=O)CC1
0,-1,-3,-10,-20[20 µM],-1,-13,0,-0.2,COc1ccc(NC(=O)Nc2cc(C)ccc2OC(F)F)c(OC)c1
-7,8.1*,-2,-27,3[20 µM],-12,-18,-2,-1.7,C=CCN(CC=C)S(=O)(=O)c1ccc(NC(=S)NC(=O)c2ccco2)cc1
-7,.,6,-4,-15[20 µM],2,1,-1,0.9,CCCCOc1ccc(CSc2n[nH]c(C)n2)cc1
8,0.029,0,-14,-17,4,4,0,0.6,CC(Nc1ccccc1N1CCCCC1)C(=O)N1CCc2ccccc21 (centres undefined)
0,-0.098,1,-1,-19,4,-8,5,1.8,O=C(O)Cn1c(COc2ccc(Cl)cc2)nc2ccccc21
-4,-1.1,-3,-6,-24,0,-6,2,-0.2,CC(=O)c1ccccc1OCCOc1ncnc2sccc12
21,-1.2,-1,-4,-20[20 µM],17,33,2,1.4,O=C(O)C1C2C=CC3(O2)C1C(=O)N1c2ccccc2COC13 (centres undefined)
3,-0.88,3,0,-17[20 µM],5,1,0,-0.8,O=C(COc1ccc(Cl)cc1)NCc1nnc(SCC(=O)N2CCCc3ccccc32)o1
-2,0.69,-2,-1,-25,9,-2,9,1.1,COCCCNC(=O)COc1ccc(Cl)c(C)c1
10,0.97,1,-47,-5[20 µM],-1,-4,-6,0.3,C=CCNc1nnc(-c2ccncc2)s1
-4,-0.08,5,-2,-24,9,-7,-2,-0.7,COCCn1c(=O)[nH]c(=O)c2c1nc(-c1cc(Br)c3c(c1)OCO3)n2Cc1ccccc1
3,-1.9,-3,-1,-3,5,-13,3,1.0,Cc1nn(-c2ccccc2)nc1CNC(=O)c1ncoc1-c1ccccc1
-1,-3.4,3,-1,2,1,-4,-2,0.4,O=C1c2cccc3c([N+](=O)[O-])ccc(c23)C(=O)N1CC1CCCO1 (centres undefined)
-5,.,-1,-1,-7,2,-1,3,0.1,CCOc1ccc(N=C2C(=O)N(CN3CCOCC3)c3ccccc32)cc1
-1,-4*,3,0,-23,5,-7,2,0.8,Cn1c(CNc2cccc(C(F)(F)F)c2)n[nH]c1=S
-19,.,-2,-57,-27,9,1,-3,-1.1,O=C(c1cccn2c(=O)c3ccc(Cl)cc3nc12)N1CCN(Cc2ccc3c(c2)OCO3)CC1
-4,-0.11,-2,0,-33,7,-7,4,0.0,Cc1ccc2[nH]c(=O)c(CN(C)C(=O)c3cccs3)cc2c1
1,-0.65,0,-20,4[20 µM],6,-4,5,-0.1,O=C(O)c1ccc(OCC(O)Cn2cnc3ccccc32)cc1 (centres undefined)
8,1.9,-2,4,-12[20 µM],7,4,-2,-0.3,Cc1ccc(-c2nnc(-c3cccc(NC(=O)c4cccs4)c3)o2)cc1
1,-0.3,5,-3,-21,5,-7,3,0.2,CC(/C=N/NC(=O)c1cc(-c2ccc(C)s2)[nH]n1)=C\c1ccccc1
5,-1.6,-3,6,-3,8,2,8,1.1,O=C(O)c1cc(NN=Nc2cccc([N+](=O)[O-])c2)cc([N+](=O)[O-])c1
6,.,-2,1,-4,14,-1,-9,-0.2,Cc1cccc2cc(COC(=O)C(C)C)c(=O)[nH]c12

(next part)
FXIa inh 1536,Cl transport mod,Wee1 degr inh,KLK5 inh,Furin inhibitor,FXIIa inh 1536,thrombin 1536,p97 inhibitor,PERK inhibitor,SMILES
8,0.79,2,-5,-14,13,1,4,1.7,CCOC(=O)Cc1csc(NC(=O)Nc2ccc(F)cc2)n1
14,-1.2,5,4,-36,9,1,1,0.2,COc1cccc(OC)c1NC(=O)NC(=O)c1c(OC)c(Br)cc([N+](=O)[O-])c1OC
4,-0.28,-2,-2,-15,3,.,6,0.1,Cc1cc(CSc2nc(C)cc(=O)[nH]2)c2ncccc2c1
-4,.,2,-3,-19[20 µM],8,-5,5,1.7,Cc1cccnc1NC(=O)Nc1cccc(C(F)(F)F)c1
-4,0.082,-1,-34,-11[20 µM],10,-10,-5,0.3,C=CCNC(=S)NNC(=O)c1ccc(OCC)cc1
2,0.041,1,-1,-13,2,-7,8,1.0,COc1ccc(C2=NC(=O)NC2c2ccc(OC)cc2)cc1 (centres undefined)
3,0.17,-1,-5,-15,15,0,3,0.8,COCCN1C(=O)N[C@@H](c2ccco2)C(C(C)=O)=C1C
-4,-0.055,-3,-3,-23,4,-9,4,0.7,C/C(CC(C)(C)c1ccccc1)=N\NS(=O)(=O)c1ccccc1
20,.,0,4,-6,20,1,-1,0.8,O=C1CCCN1CC(CN1CCOCC1)Sc1nnnn1-c1ccccc1 (centres undefined)
1,-0.46,-2,-36,-24[20 µM],13,0,-4,0.0,Cc1nc2ccccc2cc1OCc1ccc(Cl)cc1
-1,0.49,3,-3,-19,10,7,1,2.8,O=S(=O)(Nc1ccc(Cl)cn1)c1ccc(Cl)cc1
0,0.68,-1,-4,-16,6,0,8,1.5,Cc1ccc(NC(=O)N2CCCCC2)cc1NC(=O)N1CCCCC1
6,-0.08,-1,4,-13,8,2,1,-0.4,COc1cc(OC)cc(C(=O)N[C@H](C(=O)Nc2nc3c(s2)CCCC3)C(C)C)c1
3,0.49,.,0,-17,12,2,.,.,FC(F)(F)c1cc(CCN2C(=S)NC[C@@H]2c2ccccc2)cc(C(F)(F)F)c1
-1,.,2,6,-23,7,4,-1,-0.6,CSc1nnc(Cn2c(=O)sc3ccccc32)n1CCc1ccccc1

Pulled by structure from the entries so far (four):
FXIa inh 1536,Cl transport mod,Wee1 degr inh,KLK5 inh,Furin inhibitor,FXIIa inh 1536,thrombin 1536,p97 inhibitor,PERK inhibitor,SMILES
20,.,0,4,-6,20,1,-1,0.8,O=C1CCCN1CC(CN1CCOCC1)Sc1nnnn1-c1ccccc1 (centres undefined)
6,-0.08,-1,4,-13,8,2,1,-0.4,COc1cc(OC)cc(C(=O)N[C@H](C(=O)Nc2nc3c(s2)CCCC3)C(C)C)c1
14,-1.2,5,4,-36,9,1,1,0.2,COc1cccc(OC)c1NC(=O)NC(=O)c1c(OC)c(Br)cc([N+](=O)[O-])c1OC
-4,0.082,-1,-34,-11[20 µM],10,-10,-5,0.3,C=CCNC(=S)NNC(=O)c1ccc(OCC)cc1
